SW480 rereplic – DNA re-replication induction in SW480 cells | actives 1.8% (n = 340,000) | Potency, µM (doses to about 46.1 µM), without a hit: top-dose re-replication activation, usual class: activators | SW480 DNA re-replication, Hoechst DNA content imaging, 48 h | AID 624297; note: potency is the fitted concentration of half-maximal effect; % of control where 0% means no effect; nearly all actives have a fitted effect of over 55% in size
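Image-based DNA-content assay: after two days of treatment, nuclei were labelled with the DNA dye Hoechst and imaged, and hits were compounds raising the count of nuclei showing high fluorescence intensity.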
IL-1B inflam inh – inhibitors of inflammasome signaling (IL-1 beta secretion); THP-1 LPS/ATP IL-1B secretion, AlphaLISA, 16 h; stronger effect = lower value; activity change, % at 57.5 µM; actives 4.7% (n = 360,000); in the data active = activity change below about -50%; inconclusive = mostly about -30% to -49%; note: % is set by controls: 0 for no effect and ±100 for the full control effect
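Secreted IL-1B measured by AlphaLISA bead assay after 16 h compound exposure of THP-1 cells; compounds (final up to 57.5 uM) added 1 h before LPS (250 ng/mL) and ATP (1.25 mM) stimulation; lower signal means less secretion.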
HT1080-NT tox – kills 2HG-producing HT-1080-NT fibrosarcoma cells. AID 686970. actives 1.6% (n = 360,000). Potency, µM (series often up to 46.1 µM), for inactives: at the highest dose activity, negative = less viability, hits mostly cytotoxic. HT-1080-NT fibrosarcoma viability, CellTiter-Glo ATP luminescence, 48 h;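 note: NT is the 2HG producing partner of a matched IDH1 knockdown line; potency is the fitted concentration of half-maximal effect; 0% = DMSO-treated cells and -100% = media-only wells without cells; nearly all actives have a fitted effect of over 55% in size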
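Fibrosarcoma NT cells, 750 per well in 5% FBS RPMI, were exposed to compound for 48 hours. Viability: CellTiter-Glo luminescence.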
ATXN2 expr inh – inhibitors of ATXN2 expression; AID 1745845; Potency, µM (titrated, usually from 57 µM), for the others: at the highest dose activity change, negative = inhibition, actives largely listed as inhibitors; HEK-293 ATXN2-luciferase reporter, luminescence, 24 h; actives 0.72% (n = 360,000); note: potency is the fitted concentration of half-maximal effect; % is set by controls: 0 for no effect and ±100 for the full control effect; nearly all actives have a fitted effect of over 55% in size
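qHTS (up to 57 uM final) was run with 24 h compound exposure of reporter cells at 37 °C. Each well was multiplexed: SteadyGlo luminescence measured ATXN2-luciferase expression after a fluorogenic Gly-Phe-AFC viability readout (25 uM final).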
HT1080 IDH1KD tx – kills HT-1080 cells with IDH1 knockdown; HT-1080 IDH1 knockdown viability, ATP luminescence, 48 h; Potency, µM (series often up to 46.1 µM), for the others: at the top dose activity, negative = toxicity, most hits filed as cytotoxic; actives 2% (n = 360,000);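 note: potency is the fitted concentration of half-maximal effect; 0% = DMSO wells and -100% = cell-free medium wells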
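% activity derives from luminescence (CellTiter-Glo), normalised to DMSO and no-cell wells. HT-1080-IDH1KD cells, 750/well, had 48 h compound exposure at 37 °C.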
MCF10A rerep – inducers of DNA re-replication in MCF 10A breast cells. MCF 10A DNA re-replication, Hoechst nuclear intensity, 48 h. Potency, µM (doses to about 46.1 µM), for the others: at the top dose activity, positive = re-replication, most hits filed as activators. actives 2.9% (n = 350,000); note: potency is the fitted concentration of half-maximal effect; % of control where 0% means no effect; nearly all actives have a fitted effect of over 50% in size
KB-3-1 cytotox – KB-3-1 parental cell cytotoxicity. actives 1.4% (n = 400,000). Potency, µM (doses to about 46.1 µM), inactives show top-dose activity change, negative = cytotoxic, hits mostly cytotoxic. AID 1347075. KB-3-1 viability, CellTiter-Glo ATP luminescence, 72 h; note: potency is the fitted concentration of half-maximal effect; % is set by controls: 0 for no effect and ±100 for the full control effect; nearly all actives have a fitted effect of over 60% in size
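Cells are dispensed, compounds pinned in, plates held at 37 °C for 72 h, then CellTiter-Glo is added and luminescence read after 10 minutes. Cell line: parental KB-3-1 in phenol-red-free DMEM, 10% FBS.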
ATXN viability – viability counter-screen for ATXN expression inhibitors | actives 0.49% (n = 400,000) | S2 cells (HEK-293 line with an ATXN2-luciferase reporter) viability, CellTiter-Fluor protease fluorescence, 24 h | Potency, µM (doses to about 56.7 µM), actives largely listed as cytotoxic | AID 651635; note: potency is the fitted concentration of half-maximal effect; nearly all actives have a fitted effect of over 40% in size
HepG2 tox – HepG2 cytotoxicity, counter-screen for TGF-b inhibitors | HepG2 CAGA-GFP viability, ATP luminescence, 18 h | Potency, µM (series often up to 46.1 µM), for inactives: at the highest dose activity change, negative = cytotoxicity, most hits filed as cytotoxic | actives 0.76% (n = 410,000) | AID 588856; note: potency is the fitted concentration of half-maximal effect; some results filed as inactive show a strong effect at the top dose
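CellTiter-Glo luminescence gave cytotoxicity after 18 hours at 37 degrees C. The cells were HepG2 CAGA-GFP in 1% FBS DMEM, stimulated with 500 pg/mL TGF-beta after compound addition. %Activity was normalised to no-cell wells (complete cell-killing) and DMSO (no toxicity), and curves were fitted and classified.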
An asterisk follows results filed as active; i = inactive; ? = inconclusive; · = not tested or not shown; & = joins results of further samples; [ ] = remark or other dose. Unless noted, calls come from the whole dose curve; as a rule, active = well fitted curve in the direction sought with a large enough effect; inconclusive = small, poorly fitted or top-dose-only effect, or another doubt; inactive = no such curve, though single readings can be large; an effect the other way counts as inactive or inconclusive.

SMILES	SW480 rereplic	IL-1B inflam inh	HT1080-NT tox	ATXN2 expr inh	HT1080 IDH1KD tx	MCF10A rerep	KB-3-1 cytotox	ATXN viability	HepG2 tox
Cc1ccc(-c2csc(SCC(=O)Nc3cc(C)on3)n2)cc1	-3%	-22	-15%	-14%	-1%	7%	1%	i	-8%
COC(=O)c1ccc(Cl)cc1NC(=O)N(C)CCc1c(C)nn(C)c1C	·	·	·	-15%	·	·	-12%	i	-18%
CC(=O)c1cccc(N2C(=O)C3C4CCC(C4=C(C)C)C3C2=O)c1 (stereo unspecified)	-111%[inhibitor]	2	-10%	3%	-7%	-30%	0%	i	-20%
Cc1cccc(NC(=O)COC(=O)c2nn(-c3ccccc3C(F)(F)F)cc2O)c1C	·	16	0%	·	-1%	·	0%	?	-7%
Cc1cc(CNCCN(C)C)c(C)n1-c1cc(S(=O)(=O)N2CCOCC2)ccc1N1CCCC1	?	-6	-13%	?	-20%	6%	-12%	i	-20%
Cc1ccc(/C=N/c2sc3c(c2C#N)CCC3)s1	2%	-9	-2%	92%[activator]	-1%	2%	6%	i	18%
O=C(NCC1CCCO1)C(=O)NCC(c1ccco1)N1CCN(c2ccccc2)CC1 (stereo unspecified)	?	3	0%	-9%	-17%	0%	-4%	i	6%
COc1ccc(CC(=O)OCc2cc3cccc(C)c3[nH]c2=O)cc1	14%	12	-5%	2%	-20%	1%	0%	i	9%
O=C(CSc1ccc2ccccc2c1Br)Nc1cccc(S(=O)(=O)NC2=NCCCCC2)c1	1%	-22	18µM*	-9%	16µM*	?	-3%	i	-43%
CCn1ncc(C2=NOC(C(=O)Nc3ccccc3C(=O)OC)C2)c1C (stereo unspecified)	15%	-4	-5%	-2%	?	?	?	i	4%
O=C(Cc1ccc([N+](=O)[O-])cc1)Nc1nccs1	-4%	30	-6%	-26%	-7%	5%	0%	i	-39%
O=C(NC1=C(Nc2ccc(Cl)cc2)C(=O)c2ccccc2C1=O)c1ccccc1	?	?	?	-10%	-17%	3%	18µM*	?	28µM*
CCN(CC)S(=O)(=O)c1ccc(N2CCCCC2)c(NC(=O)/C=C/c2ccc(OC)c(OC)c2)c1	-11%	14	12%	6%	17%	-2%	21%	i	1%
COc1ccccc1NC(=O)CSC1=NC(=O)C(NC(C)=O)C(=O)N1 (stereo unspecified)	2%	13	6%	5%	1%	10%	-2%	i	-5%
CCCCOC(=O)Nc1ccccc1C(=O)OC	0%	24	-1%	2%	-5%	-1%	17%	i	5%
O=C1CCN(CCc2ccccc2)CCN1[C@H](CSc1ccc(Br)cc1)Cc1ccccc1	0%	-11	-13%	-26%	-9%	?	?	?	-4%
O=C1CC(N(Cc2cccs2)C(=O)Nc2ccccc2)C(=O)N1c1ccc(Cl)cc1 (stereo unspecified)	?	7	-1%	-16%	-3%	16%	-3%	i	-17%
C/C(=N\NC(=O)CSCc1ccc([N+](=O)[O-])cc1)c1ccccc1O	?	24	-5%	18µM*	-20%	0%	-2%	?	-18%
CCOc1cc(/C=N/O)cc(Cl)c1OC	-4%	-7	1%	-5%	0%	0%	-1%	i	-2%
Cc1ccc(Cl)cc1NC(=O)COC(=O)CC1CC2CCC1C2 (stereo unspecified)	1%	10	9%	1%	10%	-4%	14%	i	2%
Cc1ccc(S(=O)(=O)NC(=O)c2ccc(-c3ccc(C)c4ccccc34)o2)cc1	-6%	-13	0%	-25%	-2%	?	-6%	i	-23%
CC(=NN(Cc1ccccc1)c1ccccc1)c1ccccc1	7%	-1	2%	-28%	18%	18%	11%	i	-11%
Cc1ccc(NC(=O)c2sc(N)nc2-c2ccc([N+](=O)[O-])cc2)cc1C	2%	-8	0%	-11%	1%	0%	4%	i	1%
COc1ccccc1NC(=O)Cc1coc2cc(C)ccc12	-15%	-6	-2%	27%	12%	0%	5%	i	1%
Cc1cccc2cc(CN(Cc3ccc(F)cc3)Cc3nnnn3C3CCCC3)c(=O)[nH]c12	1%	13	-1%	6%	18%	-5%	0%	i	-1%
Cc1nc2ncccn2c1-c1csc(Nc2cccc(C(=O)O)c2)n1	-54%[inhibitor]	19	2%	22%	-10%	2%	1%	i	16%
COc1ccccc1CNC(=O)C1CCN(C(=O)N(C)C)CC1	-9%	15	13%	3%	6%	2%	0%	i	3%
COc1cc(/C=N/n2c(=S)[nH]nc(C)c2=O)cc([N+](=O)[O-])c1O	2%	12	2%	17%	8%	3%	-3%	i	-10%
CC(=O)N1CCc2c(sc3c2c(=O)n(-c2ccccc2)c(=O)n3CC(=O)c2ccc(Cl)cc2)C1	·	·	·	-2%	·	·	-4%	i	7%
COc1ccc(-c2nn(-c3ccccc3)cc2C(=O)Nc2ccc(C(=O)O)cc2)cc1OC	0%	45	-7%	-8%	2%	4%	9%	·	12%

At a glance, some entries already given.
SMILES	SW480 rereplic	IL-1B inflam inh	HT1080-NT tox	ATXN2 expr inh	HT1080 IDH1KD tx	MCF10A rerep	KB-3-1 cytotox	ATXN viability	HepG2 tox
Cc1ccc(Cl)cc1NC(=O)COC(=O)CC1CC2CCC1C2 (stereo unspecified)	1%	10	9%	1%	10%	-4%	14%	i	2%
Cc1ccc(S(=O)(=O)NC(=O)c2ccc(-c3ccc(C)c4ccccc34)o2)cc1	-6%	-13	0%	-25%	-2%	?	-6%	i	-23%
CC(=NN(Cc1ccccc1)c1ccccc1)c1ccccc1	7%	-1	2%	-28%	18%	18%	11%	i	-11%
Cc1ccc(NC(=O)c2sc(N)nc2-c2ccc([N+](=O)[O-])cc2)cc1C	2%	-8	0%	-11%	1%	0%	4%	i	1%
COc1ccccc1NC(=O)Cc1coc2cc(C)ccc12	-15%	-6	-2%	27%	12%	0%	5%	i	1%
Cc1cccc2cc(CN(Cc3ccc(F)cc3)Cc3nnnn3C3CCCC3)c(=O)[nH]c12	1%	13	-1%	6%	18%	-5%	0%	i	-1%
Cc1nc2ncccn2c1-c1csc(Nc2cccc(C(=O)O)c2)n1	-54%[inhibitor]	19	2%	22%	-10%	2%	1%	i	16%
COc1ccccc1CNC(=O)C1CCN(C(=O)N(C)C)CC1	-9%	15	13%	3%	6%	2%	0%	i	3%
COc1cc(/C=N/n2c(=S)[nH]nc(C)c2=O)cc([N+](=O)[O-])c1O	2%	12	2%	17%	8%	3%	-3%	i	-10%
CC(=O)N1CCc2c(sc3c2c(=O)n(-c2ccccc2)c(=O)n3CC(=O)c2ccc(Cl)cc2)C1	·	·	·	-2%	·	·	-4%	i	7%
COc1ccc(-c2nn(-c3ccccc3)cc2C(=O)Nc2ccc(C(=O)O)cc2)cc1OC	0%	45	-7%	-8%	2%	4%	9%	·	12%

Further structures:
SMILES	SW480 rereplic	IL-1B inflam inh	HT1080-NT tox	ATXN2 expr inh	HT1080 IDH1KD tx	MCF10A rerep	KB-3-1 cytotox	ATXN viability	HepG2 tox
O=C(CN1C(=O)C(=O)N(C2CCCC2)C1=O)Nc1ccc(N2CCOCC2)cc1	-13%	1	1%	-10%	7%	1%	4%	i	-1%
Cc1cccc(C)c1NC(=O)CN(C)S(=O)(=O)c1ccc2[nH]c3c(c2c1)CCCC3	·	·	·	?	·	·	?	?	-28%
CCCOc1ccc(C(=O)Nn2c(C)nc3ccccc3c2=O)cc1	3%	-4	-3%	5%	1%	-5%	0%	i	-1%
COc1ccc(CCNC(=O)c2csc3c2CCCC3)cc1	-3%	-17	-20%	-4%	-21%	4%	-10%	i	-33%
C/C(=N/NS(=O)(=O)c1ccc(C)cc1)c1ccc(NC(=O)C(F)(F)F)cc1	1%	5	2%	-8%	-1%	0%	23%	?	-2%
CN(CC(=O)Nc1ccc(S(=O)(=O)N2CCCC2)cc1)Cc1ccc(Cl)cc1	·	0	-15%	-12%	-16%	?	3%	i	-35%
CCC(NC(=O)/C(=C\c1ccc2c(c1)OCO2)NC(C)=O)C(=O)O (stereo unspecified)	-2%	17	14%	9%	12%	-1%	0%	?	13%
COc1ccc(C(=O)CC(=O)Nc2ccc([N+](=O)[O-])cc2)cc1	-2%	?	?	?	?	?	-11%	?	-48%
COc1ccc(-c2nc(NC(=O)C3=NN(c4cccc(C)c4)C(=O)CC3)sc2C)cc1	15%	40	6%	·	2%	1%	-1%	i	8%
O=C1CC(N2CCN(c3ncccn3)CC2)C(=O)N1CCc1ccccc1 (stereo unspecified)	?	14	-2%	·	-7%	-2%	0%	i	-5%
CCOC(=O)c1c[nH]c2c([N+](=O)[O-])cc(OC)cc2c1=O	16µM*	1	-13%	-38%	?	22%	-21%	i	-17%
Nc1nc2c(ncn2[C@@H]2O[C@H](CNC(=O)[C@H](N)C3CCCCC3)[C@@H](O)[C@H]2O)c(=O)[nH]1	·	-1	7%	-5%	23%	·	0%	i	5%
CN(C)CC#CCC(O)(c1ccccc1)C1CCCCC1 (stereo unspecified)	18%	0	-9%	-27%	-5%	-3%	9%	i	-15%
Oc1ccccc1-c1cnc2cccnn12	·	28	7%	26%	1%	·	0%	i	1%
O=C(c1cc(=O)c2ccccc2o1)N(Cc1ccccc1)C1CCS(=O)(=O)C1 (stereo unspecified)	-3%	-4	16%	7%	28%	1%	7%	i	8%
CC(=O)C1=CCC(c2ccccc2)N(S(=O)(=O)c2ccccc2)C1 (stereo unspecified)	·	-1&-14	1%&0%	-2%&-1%	0%&-6%	·	0%&0%	i	-8%&3%
O=C(NCc1ccc(F)cc1)c1cnccn1	?	1	6%	2%	0%	-11%	26%	i	-3%
Cc1oc2ncn(C)c(=O)c2c1C(=O)NCCCN(Cc1ccccc1)C(C)C	·	·	·	10%	·	·	-3%	i	0%
CCC(=O)NCCc1nc2ccccc2n1CC(=O)c1ccccc1	-6%	-4	-3%	-12%	2%	-2%	20%	?	0%

Compound activity as filed in PubChem BioAssay.
